TRPC6 inhibitor: inhibitors of mouse TRPC6 channel; HEK293-TRPC6, membrane potential dye, ACh-evoked depolarization; active compounds read low; AID 2553; 310,000 compounds, 1.1% hits; B-score at 10 µM;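 active = B-score under library mean minus 3 SD, initial fluorescence not abnormally high, positive integrated signal ratio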;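 also: B-score derived from integrated fluorescence ratio over the kinetic read; more negative B-score means stronger inhibition of depolarization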
TMEM16A inh: inhibitors of mouse TMEM16A calcium-activated chloride channel; AID 588511; Q8BHY3; 310,000 compounds, 1.2% hits; HEK293 TMEM16A/YFP iodide influx fluorescence, ionomycin; normalized B-score (activity score, 25-100; higher = stronger inhibition) at 10 µM;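 active = ratio plate-corrected score three or more library SD toward inhibition, starting fluorescence score within five deviations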;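 also: score derived from kinetic fluorescence span divided by baseline fluorescence per well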
Target sequence (Q8BHY3 whole entry, looked up): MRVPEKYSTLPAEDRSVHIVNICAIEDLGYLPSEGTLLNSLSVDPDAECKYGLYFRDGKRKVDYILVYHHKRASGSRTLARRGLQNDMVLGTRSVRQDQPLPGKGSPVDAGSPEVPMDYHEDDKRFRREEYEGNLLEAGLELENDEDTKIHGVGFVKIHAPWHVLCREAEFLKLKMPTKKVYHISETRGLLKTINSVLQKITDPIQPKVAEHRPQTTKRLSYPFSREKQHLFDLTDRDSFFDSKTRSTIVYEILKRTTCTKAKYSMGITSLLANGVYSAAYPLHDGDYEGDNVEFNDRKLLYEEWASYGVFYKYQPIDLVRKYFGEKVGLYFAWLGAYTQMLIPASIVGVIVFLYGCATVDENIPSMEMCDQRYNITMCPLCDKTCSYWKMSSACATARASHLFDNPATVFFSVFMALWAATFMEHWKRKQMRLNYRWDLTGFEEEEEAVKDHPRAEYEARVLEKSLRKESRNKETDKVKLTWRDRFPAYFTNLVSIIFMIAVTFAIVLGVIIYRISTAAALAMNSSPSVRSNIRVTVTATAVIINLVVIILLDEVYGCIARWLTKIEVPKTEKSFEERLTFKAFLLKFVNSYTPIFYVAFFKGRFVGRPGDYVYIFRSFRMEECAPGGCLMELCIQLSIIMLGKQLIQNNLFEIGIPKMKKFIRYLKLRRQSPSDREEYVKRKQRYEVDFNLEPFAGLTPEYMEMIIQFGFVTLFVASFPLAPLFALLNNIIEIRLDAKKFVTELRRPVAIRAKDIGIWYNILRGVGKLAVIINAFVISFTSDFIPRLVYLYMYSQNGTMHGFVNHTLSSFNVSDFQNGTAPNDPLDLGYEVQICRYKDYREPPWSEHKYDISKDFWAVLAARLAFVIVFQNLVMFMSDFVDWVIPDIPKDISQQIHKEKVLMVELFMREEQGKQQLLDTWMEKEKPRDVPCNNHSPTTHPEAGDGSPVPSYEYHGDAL
MrgX1 antag: human MrgX1 receptor antagonism, primary screen | B-score at 10 µM | MRGX1-HEK293 calcium flux, Fluo-4, BAM8-22 antagonism; active compounds read low | AID 588676 | Q96LB2 | 310,000 compounds, 1.3% hits;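 active = calcium-response B-score plate-corrected more than 3 library SD below zero, starting fluorescence within 5 deviations, no agonist response on first addition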;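 also: peak minus trough fluorescence over baseline after final BAM8-22 challenge near maximal dose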
TMEM16A act: activates or potentiates the mouse TMEM16A chloride channel | HEK293 TMEM16A/YFP-H148Q/I152L, iodide quench fluorescence; active compounds read low | B-score at 10 µM | Q8BHY3 | 340,000 compounds, 0.3% hits | AID 623877;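 active = fluorescence-ratio B-score plate-corrected deviation score at least 3 library SD below zero, with starting fluorescence score within 5 deviations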;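 also: channel opened by trigger with iodide after compound preincubation; score built on the fluorescence ratio of max minus min over baseline; more negative score means more quench and so TMEM16A activation or potentiation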
SKKanGAS inh: blocks kanamycin growth of S. pyogenes SKKanGAS strain; BacTiter-Glo, 6 h; inhibition, % at 7.5 µM; 300,000 compounds, 1.3% hits;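 active = mean replicate score, as percent of positive control median, at least 50; inconclusive = mean below 50 but one replicate at or above 50; inactive = mean and every replicate below 50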;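 also: strain carries kanamycin resistance gene driven by streptokinase promoter and grows in 40 µg/ml kanamycin; loss of luminescence reflects streptokinase promoter inhibition or plain growth inhibition; 0% = median of DMSO wells and 100% = positive control at its reference dose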
RGS4 block: human RGS4 inhibition. HEK293 M3R/RGS4 inducible, Fluo-4 calcium flux; active compounds read high; triggered by carbachol at its EC20. P49798. B-score at 10 µM. 310,000 compounds, 0.45% hits. AID 463165;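 active = B-score, a plate-corrected calcium signal, over three deviations above library mean, with baseline fluorescence within five deviations of library mean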;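 also: RGS4 expression induced by doxycycline in cells with stable M3 receptor; B-score is computed from the integrated fluorescence ratio over baseline after carbachol; higher B-score means a larger calcium signal and so more RGS4 inhibition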
TRPC6 act: activates the mouse TRPC6 cation channel; B-score at 10 µM; Q61143; 310,000 compounds, 0.13% hits; HEK293-TRPC6 membrane potential dye fluorescence; active compounds read high;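 active = B-score of the integrated fluorescence ratio above library mean plus 3 SD, and starting fluorescence ratio within library mean plus 5 SD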;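 also: higher score means more depolarization so channel activation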
RGS4 pot: RGS4 potentiation or activation; HEK293 M3R/inducible RGS4, carbachol calcium flux Fluo4; active compounds read low; B-score at 10 µM; 310,000 compounds, 0.92% hits; AID 463111;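 active = B-score of the integrated calcium signal more than 4 SD below the library mean, with starting fluorescence not abnormally high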;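 also: negative B-score means reduced calcium response which marks RGS4 activation or potentiation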
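Reagent: ECmax carbachol challenge; Test system: M3R-expressing HEK293 line, RGS4 induced by doxycycline; Schedule: overnight RGS4 induction, 30 min dye load 37 °C, 20 min compound RT; Detection: calcium dye Fluo4 fluorescence; Read-out: Agonist-evoked peak-minus-minimum fluorescence over baseline, integrated ratio, B score.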
MrgX1 PAM: human MrgX1 positive allosteric modulation, primary screen; MrgX1-HEK293, Fluo-4 calcium flux, FDSS; active compounds read high; B-score at 10 µM; 310,000 compounds, 0.63% hits; AID 588675;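 active = plate-corrected calcium response at least 3 library SD above typical, normal starting fluorescence, not activating the receptor alone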;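 also: compound read alongside a low EC10 to EC30 dose of BAM8-22 agonist; peak minus trough fluorescence over baseline measured at the second addition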
HDAC3 inhib: inhibitors of human histone deacetylase 3 | recombinant HDAC3, fluorogenic peptide/trypsin coupled, fluorescence | O15379 | 320,000 compounds, 0.15% hits | inhibition, % at 8.3 µM; in the data active = inhibition above about 26%, passing the limit was not always enough; inconclusive = no clear call, values can overlap the other calls
MrgX1 ag: agonists of human MrgX1 receptor; Q96LB2; MrgX1-HEK293 cells, Fluo-4 calcium fluorescence, agonist mode; active compounds read high; B-score at 10 µM; 310,000 compounds, 0.44% hits; AID 588627;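 active = calcium response B-score plate-corrected fluorescence ratio at least 3 library SD, with starting fluorescence B-score inside 5 SD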
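System – MrgX1-expressing HEK293 cells · Incubation – cells plated overnight, dye loaded 0.5 h 37 °C, 0.5 h room temperature · Technique – kinetic Fluo-4 NW fluorescence of intracellular calcium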
Starred values were filed as active, the others as inactive; i = inactive; ? = inconclusive; · = no result given.

SMILES	TRPC6 inhibitor	TMEM16A inh	MrgX1 antag	TMEM16A act	SKKanGAS inh	RGS4 block	TRPC6 act	RGS4 pot	MrgX1 PAM	HDAC3 inhib	MrgX1 ag
O=C(Cc1ccc(F)cc1)NCc1cccnc1	i	i	i	i	-8	i	i	i	i	4	i
CCOC(=O)c1cccc(NC(=O)CSc2nc3cccnc3n2C)c1	·	i	i	i	·	·	·	·	i	3	i
NC(=O)CN(Cc1ccccc1)S(=O)(=O)c1ccc2c(c1)OCCO2	i	i	i	i	-6	i	i	i	i	8	i
O=C(COC(=O)CSc1ccc(F)cc1)NCC1CCCCC1	i	i	i	i	-6	i	i	i	i	5	i
O=C1CC(N2CCC(c3nc4ccccc4s3)CC2)C(=O)N1Cc1ccccc1 (stereo not drawn)	i	i	i	i	3	i	i	i	i	4	i
Cc1ccc(S(=O)(=O)CCc2nnc(NC(=O)c3cnccn3)s2)cc1	i	i	i	i	-2	i	i	i	i	5	i
COc1cc2c(cc1NC(=O)C1CCCO1)oc1ccccc12 (stereo not drawn)	i	i	i	i	·	i	i	i	i	0	i
N#CC1=C2SCN(c3ccccc3)CN2C(=O)CC1c1ccccc1Cl (stereo not drawn)	i	i	i	i	11	i	i	i	i	0	i
O=S(=O)(NCCc1csc(-c2cccnc2)n1)c1ccc(Cl)s1	i	i	-4.9*	i	-2	i	i	i	i	3	i
COc1ccc(NC(=O)Nc2ccc3oc(C)nc3c2)cc1	i	i	i	i	-11	i	i	i	i	3	i
COc1ccccc1OCCOCCOc1ccc(C)cc1[N+](=O)[O-]	i	i	-7*	i	-6	i	i	i	i	-3	i
Cc1ccc(SC[C@H](c2ccccc2)N2CCN(CC(C)C)CCC2=O)cc1	i	·	·	i	2	i	i	i	·	·	·
O=C(N/N=C/c1ccc(-c2ccccc2[N+](=O)[O-])o1)c1cncc(Br)c1	i	i	i	i	-3	i	i	i	i	5	i
CCOc1ccc(C(CC(=O)O)NC(=O)Cc2ccccc2)cc1OC (stereo not drawn)	i	i	i	i	6	i	i	i	i	2	i
CCCOc1ccc(-c2nnn(CC(=O)c3ccc4c(c3)OCCO4)n2)cc1	i	100*	i	i	-7	i	i	i	i	4	i
O=[N+]([O-])c1ccc(-c2cn(-c3ccccc3F)c(=S)[nH]2)cc1	i	i	i	i	-1	i	i	i	i	6	i
CCn1c(SCC(=O)Nc2cc(OC)ccc2OC)nc2c(c1=O)SCC2	i	i	i	i	0	i	i	i	i	·	i
Cc1cccc2c1N(CCOc1ccccc1)C(=O)C2=O	i	i	i	i	7	i	i	i	i	-6	i
CCCOc1ccc(C2C(=O)N(C3CCCCC3)CC(=O)N2C2CC2)cc1OC (stereo not drawn)	i	i	i	i	-6	i	i	i	i	0	i
COc1ccc(CCNC(=O)[C@H](CCSC)NC(=O)N2CCn3c2nc2ccccc23)cc1OC	i	i	i	i	-1	i	i	i	i	-4	i
Oc1ccccc1CNc1ncc(Br)cc1Br	i	i	i	i	12	i	i	i	i	-2	i
CCOC(=O)C1=Nc2ccccc2C1=[N+]=[N-]	i	i	i	i	103*	i	i	i	i	5	i
CSc1ccccc1C(=O)Nc1cccc([N+](=O)[O-])c1	i	i	i	i	-2	i	i	i	i	·	i
CCCn1nnnc1NCc1cccn1C	i	i	i	i	-3	i	i	i	i	-5	i
CCC(NC(=O)C1C2C=CC(C2)C1C(=O)O)c1ccc(C)cc1 (stereo not drawn)	i	i	i	i	3	i	i	i	i	0	i
CCS(=O)(=O)n1c(Cc2cccs2)nc2ccccc21	i	i	i	i	6	i	i	i	i	-8	i
CCOC(=O)C1(CCOc2ccccc2)CCN(Cc2ccc(C#CCCO)cc2)CC1	i	i	i	i	1	i	i	i	i	1	i
Cc1cc(CN(C)C(=O)c2cc(COc3ccc(F)cc3Cl)on2)n[nH]1	i	i	i	i	-26	i	i	i	i	-2	i
COC(=O)CCCCC1SCC(NC(=O)OC)C1NC(=O)OC (stereo not drawn)	i	i	i	i	-2	i	i	i	i	-4	i
CCC(Sc1nc(C)cc(C)n1)C(=O)Nc1cc(C)on1 (stereo not drawn)	i	i	i	i	5	i	i	i	i	4	i
CN(c1ccccc1)S(=O)(=O)c1ccc(C(=O)OCC(=O)NCc2ccco2)cc1	i	i	i	i	4	i	i	i	i	7	i
CC(C)(C)OC(=O)N1CCC(CNC(=O)Nc2ccccc2)CC1	i	i	i	i	10	i	i	i	i	-1	i
COc1cc(NC(=S)N2CCN(S(=O)(=O)c3ccc(C)cc3)CC2)cc(OC)c1	i	i	i	i	1	i	i	i	i	2	i
Cc1cc(-c2n[nH]c(=S)n2/N=C/c2cc([N+](=O)[O-])ccc2Cl)n[nH]1	i	·	·	i	6	i	i	i	·	·	·
CCSc1ccc2cc(OC)ccc2[n+]1CC	-7.6*	i	i	i	1	i	i	i	i	-4	i
COc1ccccc1Nc1nc(NCC(C)C)nc(N)c1[N+](=O)[O-]	i	i	i	i	1	i	i	i	i	10	i
Cc1nnc(SCc2ccccc2)nc1/C=C/NOCc1ccc(Cl)cc1Cl	i	i	i	i	24	i	i	i	i	-4	i
CC(C)(C)c1ccc(C(=O)N/N=C/c2ccc(OCCCF)cc2)cc1	i	i	i	i	0	i	i	i	i	1	i
C=CCSc1nnc(NC(=O)CN2C(=O)NC3(CCCC3)C2=O)s1	i	i	i	i	-1	i	i	i	i	2	i
CCOC(=O)CN1NC2(CCCCCC2)NC1=S	i	i	i	i	-3	i	i	i	i	12	i
Cc1onc(-c2c(Cl)cccc2Cl)c1-c1nnc(-c2ccc(Cl)cc2)o1	i	i	i	i	7	i	i	i	i	-4	i
CCOC(=O)Cc1csc(SCC(=O)/C(C#N)=C(\C)N)n1	i	i	i	i	16	i	i	i	i	5	i
O=c1cc(N2CCN(c3ccccc3)CC2)[nH]c(=O)n1C1CCCCC1	i	i	i	i	-3	i	i	i	i	-1	i
CC(=O)c1c(C(C)=O)c(C)n(Cc2ccc(Cl)cc2)c1C	i	i	i	i	2	i	i	i	i	-5	i
Cc1nn(-c2ccccc2)nc1CNC(=O)C1CCC1	i	i	i	i	-2	i	i	i	i	1	i
COC(=O)c1cc(C(=O)NCC2CCCCC2)cc([N+](=O)[O-])c1	i	i	i	i	2	i	i	i	i	5	i
O=C(O)CNC(=S)N(Cc1ccccc1F)C1CCCCC1	i	i	i	i	1	i	i	i	i	-2	i
CCC1CCCCN1C(=O)CSc1nc(N)cc(=O)[nH]1 (stereo not drawn)	i	i	i	i	-2	i	i	i	i	1	i
COc1ccccc1Oc1ccc2c(c1)C(=O)N(c1ccc(C)cc1)C2=O	i	i	i	-6.1*	-3	i	i	i	i	-4	i
CN(CC(=O)Nc1ccccc1Cl)C(=O)COC(=O)c1cnccn1	i	i	i	i	4	i	i	i	i	5	i
N=C1C(c2ccccc2)=C(O)CN1c1cccc2ccccc12	i	i	i	i	0	i	i	i	i	-4	i
CCN(CC)S(=O)(=O)c1ccc(N2CCOCC2)c(NC(=O)CCOc2ccccc2)c1	i	i	i	i	-7	i	i	i	i	3	i
CC(C)(C)c1nc(NCCO)c2nnn(Cc3ccccc3)c2n1	i	i	i	i	2	i	i	i	i	18	i
S=C(NCc1ccco1)N1CCN(Cc2ccc(Cl)cc2Cl)CC1	i	i	i	i	2	i	i	i	i	-1	i
Cc1ccc(C(C)C)cc1C(=O)CC1(O)C(=O)N(C)c2ccccc21 (stereo not drawn)	i	i	i	i	3	i	i	i	i	1	i
O=C(c1cc(F)ccc1F)N1CCC(N2CCC(C(=O)N3CCCC3)CC2)CC1	i	i	i	i	5	i	i	i	i	-1	i
COc1ccc(C(=O)/C=C/Nc2ccc(S(=O)(=O)Nc3onc(C)c3C)cc2)cc1	i	i	i	i	25	i	i	i	i	2	i
Cc1onc(-c2ccccc2Cl)c1C(=O)OCc1cnc(Cl)s1	i	i	i	i	21	i	i	i	i	2	i
O=C(NCCCN1CCOCC1)c1c(O)c2cc(Br)cc(Br)c2[nH]c1=O	·	i	i	i	·	·	·	·	i	11	i
CCOC(=O)c1sc2nc(SC)nc(-c3ccccc3)c2c1N	i	i	i	i	-4	i	i	i	i	2	i

The list goes on.
SMILES	TRPC6 inhibitor	TMEM16A inh	MrgX1 antag	TMEM16A act	SKKanGAS inh	RGS4 block	TRPC6 act	RGS4 pot	MrgX1 PAM	HDAC3 inhib	MrgX1 ag
CCOC(=O)N1CCN(c2nc(-c3ccccc3)c3cc(C)ccc3n2)CC1	i	i	i	i	-5	i	i	i	i	-2	i
NC(=O)c1ccc(NC(=O)CCc2nc3ccccc3s2)cc1	i	i	i	i	-4	i	i	i	i	4	i
Cn1c(=O)[nH]c(=O)c2c1nc(N1CCN(c3cccc(Cl)c3)CC1)n2CCCc1ccccc1	i	·	·	·	-3	i	i	i	·	·	·
COc1cccc(C(=O)CC(=O)C(=O)Nc2cc(OC)ccc2OC)c1	i	i	i	i	4	i	i	i	i	2	i
Fc1ccc(NC(=S)N2CCCc3ccccc32)cc1	i	i	i	i	-2	i	i	i	i	-3	i
Cc1nn(-c2ccccc2)c(Cl)c1/C=N/NC(=O)c1nn(C)cc1[N+](=O)[O-]	i	i	i	i	-1	i	i	i	i	2	i
NC(=O)c1ccccc1N=Cc1cccnc1	i	i	i	i	-2	i	i	i	i	-14	i
CC(C)c1nc(C#N)c(NCCCn2ccnc2)o1	i	i	i	i	-7	i	i	i	i	2	i
COc1ccccc1C(=O)NC(=O)COC(=O)C1CCC1	i	i	i	i	-13	i	i	i	i	?	i
CC(C)CNC(=O)C1Nc2ccccc2C2C=CCC12 (stereo not drawn)	i	i	i	i	8	i	i	i	i	-2	i
CCCc1nccn1S(=O)(=O)c1cc(OC)ccc1OC	i	i	i	i	-3	i	i	i	i	0	i
O=C1CN(c2ccccc2)C(=O)N1	i	i	i	i	0	i	i	i	i	2	i
O=C(Nc1ccccc1)Nc1ccccc1C(=O)NCc1ccccc1	i	i	i	i	16	i	i	i	i	2	i
O=C(CNc1ccccc1)N/N=C/c1ccc2c(c1)OCCO2	i	i	i	i	0	i	i	i	i	0	i

Source: PubChem BioAssay
